FXIIa inh 1536 – blocks human coagulation factor XIIa protease activity; AID 800; actives 0.3% (n = 220,000); purified FXIIa, Boc-QGR-AMC fluorogenic substrate, 2 h; inhibition, % at 5 µM; in the data active = inhibition above about 40%;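 also: 0% = enzyme with no compound and 100% = blank without enzyme; many of its hits are not listed in these tables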
hK5 inh – inhibitors of human kallikrein 5; AID 873; Q9Y337; actives 0.59% (n = 210,000); inhibition, % at 5 µM; recombinant hK5, fluorogenic AMC substrate cleavage;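 active = inhibition of 40% or more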;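 also: 0% = enzyme controls without compound and 100% = no-enzyme blanks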
Target sequence (Q9Y337 67-293 limits assumed): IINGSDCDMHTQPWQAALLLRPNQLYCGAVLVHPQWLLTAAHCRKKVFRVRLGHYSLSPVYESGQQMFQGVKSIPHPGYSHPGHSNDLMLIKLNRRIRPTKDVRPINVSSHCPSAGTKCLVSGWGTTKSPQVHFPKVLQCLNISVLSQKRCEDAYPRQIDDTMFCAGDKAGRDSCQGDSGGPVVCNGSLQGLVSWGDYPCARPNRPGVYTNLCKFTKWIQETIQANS
Furin inhibitor – blocks human furin protease activity. P09958. actives 0.061% (n = 220,000). inhibition, % at 30 µM. AID 463115. purified furin, fluorogenic substrate cleavage; in the data active = inhibition above about 25%; also: inactives centre near -15
Target sequence (P09958 108-714 limits assumed): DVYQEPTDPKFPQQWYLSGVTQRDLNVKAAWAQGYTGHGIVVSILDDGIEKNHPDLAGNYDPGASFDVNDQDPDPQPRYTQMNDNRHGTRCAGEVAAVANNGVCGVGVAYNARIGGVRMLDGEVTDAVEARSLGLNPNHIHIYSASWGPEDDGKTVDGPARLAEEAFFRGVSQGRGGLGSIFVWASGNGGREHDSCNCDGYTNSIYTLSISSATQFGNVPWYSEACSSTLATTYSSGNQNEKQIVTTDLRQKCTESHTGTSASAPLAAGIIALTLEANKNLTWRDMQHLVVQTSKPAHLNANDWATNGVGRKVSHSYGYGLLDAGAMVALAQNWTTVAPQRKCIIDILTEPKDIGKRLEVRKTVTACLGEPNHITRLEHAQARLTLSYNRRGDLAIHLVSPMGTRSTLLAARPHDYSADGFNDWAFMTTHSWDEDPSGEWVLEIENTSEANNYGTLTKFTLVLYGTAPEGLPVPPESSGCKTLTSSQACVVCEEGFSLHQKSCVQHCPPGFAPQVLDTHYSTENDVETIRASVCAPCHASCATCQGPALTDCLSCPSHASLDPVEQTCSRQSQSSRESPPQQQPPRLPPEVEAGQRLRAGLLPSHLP
KCC2 mod – modulators of human KCC2 chloride dependent transport; Q9H2X9; KCC2 cells, thallium flux FluoZin-2 fluorescence; B-score of Tl+ flux slope (higher = more flux/activation; lower = inhibition) at 10 µM; actives 2.2% (n = 190,000); AID 1456;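 active = thallium flux slope and its plate-corrected score both differing from the plate sample mean at a set confidence after two filtering rounds, in either direction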;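 also: slope of fluorescence scaled to starting intensity during 10 to 20 s after thallium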
FXIa inh 1536 – inhibitors of human coagulation factor XIa | P03951 | purified FXIa, Boc-Glu-Ala-Arg-AMC fluorogenic substrate | inhibition, % at 5 µM | actives 0.14% (n = 220,000) | AID 798;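 active = inhibition of at least 40%; inactive = inhibition below 40%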;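 also: fluorescence of freed AMC excited at 355 nm; 0% = enzyme without compound and 100% = no enzyme blank; many of its hits are not listed in these tables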
Rad51 HR inh – Rad51 (human) homologous recombination inhibition; Q06609; hRad51 DNA strand exchange, fluorescence dequenching; inhibition, % at 10 µM; actives 0.085% (n = 200,000);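 active = inhibition above 40% at the single screening dose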;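 also: 0% = DMSO control wells and 100% = blanks with heterologous ssDNA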
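Test system – preformed human Rad51 ssDNA filaments · Reagent – Donor/quencher-labelled 47-bp dsDNA substrate · Incubation – 37 °C 15-min filament assembly, 30-min compound preincubation, 15-min exchange · Signal – FRET fluorescence dequenching, excitation 485 nm, emission 520 nm · Read-out – percent inhibition from fluorescence, normalised to plate control and blank means · Benchmarks – plate control and blank wells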
thrombin 1536 – inhibitors of human thrombin | alpha-thrombin, Boc-VPR-AMC fluorogenic substrate cleavage | P00734 | inhibition, % at 5 µM | actives 0.26% (n = 220,000);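 active = inhibition at or above 40%; inactive = inhibition below 40%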;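 also: 0% = enzyme with no compound and 100% = wells without enzyme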
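Test system: human alpha-thrombin protein / Dosing: one concentration per compound, 5 µM, with 0.2% DMSO / Medium: pH 7.5 Tris-saline with Tween 20 / Benchmarks: no-compound enzyme wells and no-enzyme blanks / Read-out basis: percent inhibition of thrombin substrate cleavage / Timing: reaction at room temperature / Measured by: fluorescence, ex 355 nm, em 460 nm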
Calpain2 inh – inhibitors of pig calpain II | purified calpain II, fluorogenic peptide substrate, 30 min | inhibition, % at 16 µM | actives 0.37% (n = 220,000);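 active = inhibition above about 50%, limit read from the data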
PERK inh – inhibitors of human PERK kinase; Q9NZJ5; AID 1416; inhibition, % at 5.6 µM; CHO PERK-DD fusion, SEAP luminescence translation reporter; actives 0.17% (n = 220,000);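 active = inhibition above the mean inhibition of all tested compounds plus 3 SD, set separately per screening campaign, cut at about 2.9% in these data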;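 also: PERK kinase domain activated by AP20187 dimerizer at 100 nM; 0% = DMSO with dimerizer and 100% = rapamycin at 8.4 µM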
Numbers without * were called inactive; i = inactive; . = no result given; [ ] = remark or other dose. Some of the compounds tested, so the mix of outcomes need not match the whole.

Letters: A = FXIIa inh 1536; B = hK5 inh; C = Furin inhibitor; D = KCC2 mod; E = FXIa inh 1536; F = Rad51 HR inh; G = thrombin 1536; H = Calpain2 inh; I = PERK inh
> O=C(CN1CCCCCC1)N/N=C/c1cccs1
  A: 9.1	B: 7.2	C: -2.7[20 µM]	D: 0.299	E: 9.0	F: -2.5	G: 0.0	H: 15.4	I: 0.2

> CC(C)(C)C(=O)NC1CCN(S(=O)(=O)c2ccccc2F)CC1
  A: -4.7	B: -0.2	C: -6.0	D: .	E: -3.6	F: -9.1	G: -7.5	H: -51.6	I: -0.7

> O=P(OC1CCCCC1)(OC1CCCCC1)C(O)c1c(Cl)cccc1Cl (stereo not drawn)
  A: -3.8	B: 4.4	C: -11.2[20 µM]	D: -0.00919	E: 2.1	F: -2.3	G: -19.7	H: 8.7	I: -0.1

> Cc1ccc(C(=O)N2CC(=O)Nc3ccccc32)o1
  A: 2.8	B: -10.4	C: -14.8	D: 1.35	E: -4.8	F: 3.5	G: -10.1	H: 14.2	I: 0.7

> CCCCNC(=O)Oc1cc(CCl)on1
  A: 3.8	B: -2.9	C: -4.1	D: 1.27	E: -3.2	F: 4.8	G: -5.6	H: -4.3	I: 1.2

> CC(=O)c1cccc(NC(=O)CC2S/C(=N/N=C/c3ccccc3)NC2=O)c1 (stereo not drawn)
  A: 2.3	B: -5.2	C: -18.4	D: 0.439	E: -2.3	F: 2.0	G: 0.6	H: -18.9	I: 0.5

> Cc1cc(O)c(-c2n[nH]c3c2C(c2cccc(O)c2)N(Cc2cccnc2)C3=O)cc1Cl (stereo not drawn)
  A: -11.8	B: -3.8	C: -23.6	D: -1.14	E: -8.0	F: -0.5	G: -7.0	H: 2.6	I: 0.1

> O=C(CN1C(=O)CCC1=O)Nc1nc(-c2ccc(Cl)s2)cs1
  A: 12.1	B: -3.0	C: -30.2	D: 0.125	E: 5.8	F: .	G: 4.6	H: -5.7	I: 0.7

> COc1ccc(Cl)cc1NC(=O)c1ccco1
  A: 12.7	B: 7.8	C: -21.4[20 µM]	D: .	E: 0.9	F: -10.7	G: 0.8	H: 4.3	I: 0.6

> COCc1n[nH]c(=S)n1-c1cccc2ccccc12
  A: 14.7	B: -3.3	C: -19.1	D: .	E: 2.3	F: -6.7	G: 1.9	H: 16.5	I: 1.0

> COC(=O)CNC(=O)c1ccc(F)cc1
  A: 1.1	B: 1.0	C: -24.3	D: 0.465	E: 0.0	F: 18.8	G: -4.7	H: 19.3	I: 1.3

> O=[N+]([O-])c1ccc(N/N=C\c2ccccc2OCc2ccccc2)cc1
  A: 3.4	B: -6.0	C: 9.2	D: 0.663	E: 4.3	F: -53.2	G: -7.1	H: 13.7	I: 0.0

> Cc1c(NC(=O)OCCNC(=O)COc2c(Cl)cccc2Cl)sc(=S)n1C
  A: 20.0	B: 3.4	C: -10.7[20 µM]	D: -0.203	E: 9.8	F: 2.6	G: 4.8	H: -4.3	I: 0.5

> O=C(Oc1ccc2cc(Br)ccc2c1)N1CCCCCC1
  A: -0.5	B: -20.9	C: -4.4	D: -0.829	E: -6.8	F: -4.7	G: -2.3	H: 40.3	I: -0.7

> COc1ccc(N2C(=O)CSC2c2cccs2)cc1 (stereo not drawn)
  A: 13.8	B: -6.4	C: -23.0	D: i	E: 7.1	F: .	G: -0.9	H: 4.3	I: 0.7

Part of the list above, with values under each structure.
Under each structure – FXIIa inh 1536	hK5 inh	Furin inhibitor	KCC2 mod	FXIa inh 1536	Rad51 HR inh	thrombin 1536	Calpain2 inh	PERK inh
O=C(CN1CCCCCC1)N/N=C/c1cccs1
    9.1	7.2	-2.7[20 µM]	0.299	9.0	-2.5	0.0	15.4	0.2
CC(C)(C)C(=O)NC1CCN(S(=O)(=O)c2ccccc2F)CC1
    -4.7	-0.2	-6.0	.	-3.6	-9.1	-7.5	-51.6	-0.7
O=P(OC1CCCCC1)(OC1CCCCC1)C(O)c1c(Cl)cccc1Cl (stereo not drawn)
    -3.8	4.4	-11.2[20 µM]	-0.00919	2.1	-2.3	-19.7	8.7	-0.1
Cc1ccc(C(=O)N2CC(=O)Nc3ccccc32)o1
    2.8	-10.4	-14.8	1.35	-4.8	3.5	-10.1	14.2	0.7
CCCCNC(=O)Oc1cc(CCl)on1
    3.8	-2.9	-4.1	1.27	-3.2	4.8	-5.6	-4.3	1.2
CC(=O)c1cccc(NC(=O)CC2S/C(=N/N=C/c3ccccc3)NC2=O)c1 (stereo not drawn)
    2.3	-5.2	-18.4	0.439	-2.3	2.0	0.6	-18.9	0.5
Cc1cc(O)c(-c2n[nH]c3c2C(c2cccc(O)c2)N(Cc2cccnc2)C3=O)cc1Cl (stereo not drawn)
    -11.8	-3.8	-23.6	-1.14	-8.0	-0.5	-7.0	2.6	0.1
O=C(CN1C(=O)CCC1=O)Nc1nc(-c2ccc(Cl)s2)cs1
    12.1	-3.0	-30.2	0.125	5.8	.	4.6	-5.7	0.7
COc1ccc(Cl)cc1NC(=O)c1ccco1
    12.7	7.8	-21.4[20 µM]	.	0.9	-10.7	0.8	4.3	0.6
COCc1n[nH]c(=S)n1-c1cccc2ccccc12
    14.7	-3.3	-19.1	.	2.3	-6.7	1.9	16.5	1.0

Later entries
Letters: A = FXIIa inh 1536; B = hK5 inh; C = Furin inhibitor; D = KCC2 mod; E = FXIa inh 1536; F = Rad51 HR inh; G = thrombin 1536; H = Calpain2 inh; I = PERK inh
> COc1ccc(N)cc1-n1cnnn1
  A: 4.8	B: -3.3	C: -24.8	D: -0.389	E: -5.3	F: -0.6	G: -7.7	H: -11.8	I: 0.1

> Cc1cc(OC(=O)c2ccccc2Br)cc(=O)n1C
  A: 12.3	B: -3.8	C: -23.9[20 µM]	D: .	E: 4.0	F: -11.0	G: 3.6	H: -5.1	I: 0.7

> Oc1oc(-c2ccccc2)nc1C=NCc1ccncc1
  A: 6.5	B: -18.0	C: 13.3	D: 0.0247	E: 9.7	F: -5.3	G: 6.6	H: 10.7	I: -0.6

> CCOC(=O)/C(N=O)=C(\O)C1CCN(C(=O)OCC)CC1
  A: 10.7	B: -20.3	C: -22.7	D: 0.48	E: -5.9	F: 11.0	G: -1.1	H: -47.7	I: -0.5

> Cc1ccc(S(=O)(=O)NCCC(=O)Nc2ccc(Cl)c(Cl)c2)cc1C
  A: 15.9	B: -4.4	C: -9.9	D: -0.731	E: 8.4	F: 11.1	G: -6.5	H: 11.5	I: 0.5

> CCc1ccc(NC(=O)c2ccccc2NC(=O)C2CCCO2)cc1 (stereo not drawn)
  A: 7.2	B: -8.3	C: -20.4[20 µM]	D: 0.67	E: 3.4	F: -3.3	G: 0.9	H: 0.1	I: -1.2

> Cc1ccc2oc(=O)c3cnn(CC(=O)Nc4cc(-c5cccc(F)c5)no4)c3c2c1
  A: 31.1	B: 3.0	C: -5.9	D: -0.0216	E: 14.3	F: 7.3	G: 12.9	H: -41.0	I: 0.0

> N#C/C(=C\c1ccccc1[N+](=O)[O-])C(=O)Nc1ccc(S(N)(=O)=O)cc1
  A: 14.4	B: -0.1	C: -23.5	D: 1.62	E: 1.3	F: 3.7	G: 1.2	H: -30.0	I: 0.9

> C=CCn1c(N)c(C(=O)NCCC2=CCCCC2)sc1=S
  A: 1.1	B: -21.3	C: -23.8[20 µM]	D: -0.539	E: -5.8	F: -5.4	G: -3.4	H: 29.4	I: -0.1

> CC(=O)N1CCN(c2ccc([N+](=O)[O-])c(NCc3cccnc3)c2)CC1
  A: 0.0	B: -13.1	C: -5.5	D: 0.667	E: -0.6	F: 1.7	G: 2.2	H: 1.9	I: 1.8

> COc1cc(C)nc(N2CCCC(C(=O)NCC(C)C)C2)n1 (stereo not drawn)
  A: 21.5	B: 61.5*	C: -6.0[20 µM]	D: 0.596	E: 14.3	F: -10.3	G: 14.5	H: 27.0	I: 0.1

> Cc1cc(C)c(NC(=O)CS(=O)CC(=O)N2CCN(c3ccc(F)cc3)CC2)c(C)c1 (stereo not drawn)
  A: 9.4	B: -1.5	C: -26.9	D: .	E: -1.6	F: 4.6	G: 0.7	H: 12.9	I: 0.1

> COc1ccccc1C(=O)Oc1ccccc1C(=O)Nc1ccccc1
  A: 19.0	B: 5.7	C: -34.5	D: -0.0297	E: 0.7	F: .	G: -0.7	H: -37.9	I: 1.5

From PubChem BioAssay
